Source: PubChem BioAssay (several laboratories)
STEP block: inhibitors of human striatal-enriched phosphatase STEP | P54829 | recombinant STEP, OMFP fluorogenic substrate, fluorescence | inhibition, % at 20 µM | 360,000 compounds, 0.25% hits | AID 588621;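 active = inhibition at 20 µM, scaled per plate between control wells, above about 37%, limit read from the data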;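 also: 0% = DMSO with enzyme and substrate and 100% = substrate only without enzyme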
Target sequence (P54829 whole entry, looked up): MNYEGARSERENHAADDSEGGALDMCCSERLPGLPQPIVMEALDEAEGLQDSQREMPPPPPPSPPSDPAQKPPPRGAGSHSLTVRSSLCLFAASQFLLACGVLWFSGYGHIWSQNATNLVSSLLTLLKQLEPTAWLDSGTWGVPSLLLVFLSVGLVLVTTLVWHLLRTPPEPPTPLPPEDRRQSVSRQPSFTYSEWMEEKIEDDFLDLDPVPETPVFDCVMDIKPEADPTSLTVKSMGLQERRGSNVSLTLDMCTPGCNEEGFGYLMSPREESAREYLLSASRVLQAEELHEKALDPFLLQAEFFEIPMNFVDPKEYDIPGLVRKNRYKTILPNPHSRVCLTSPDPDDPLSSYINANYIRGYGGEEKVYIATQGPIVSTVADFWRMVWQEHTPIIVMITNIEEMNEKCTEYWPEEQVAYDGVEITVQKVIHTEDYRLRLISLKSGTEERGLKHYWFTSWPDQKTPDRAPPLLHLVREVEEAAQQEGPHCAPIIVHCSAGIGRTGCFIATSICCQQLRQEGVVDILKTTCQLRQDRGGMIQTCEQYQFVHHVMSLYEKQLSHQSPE
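medium = Bis-Tris buffer pH 6.0, 2.5 mM DTT, 0.005% Tween 20 | test system = STEP (striatal-enriched tyrosine phosphatase) enzyme, cell-free | measure = normalized % inhibition | compound dosing = 20 µM, 1% DMSO | also added = 25 µM OMFP | schedule = reaction 20 min, ambient temperature | measured by = fluorescence read at 480 nm ex / 540 nm em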
LMPTP inh: blocks human LMPTP phosphatase. P24666. recombinant LMPTP-A, OMFP fluorogenic substrate, fluorescence intensity. inhibition, % at 20 µM. 360,000 compounds, 0.22% hits;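 active = compounds that cut the enzyme signal by at least half of the control window in the single-dose screen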;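 also: plate controls were DMSO wells with enzyme plus substrate for no effect and substrate without enzyme for full effect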
Target sequence (P24666 whole entry, looked up): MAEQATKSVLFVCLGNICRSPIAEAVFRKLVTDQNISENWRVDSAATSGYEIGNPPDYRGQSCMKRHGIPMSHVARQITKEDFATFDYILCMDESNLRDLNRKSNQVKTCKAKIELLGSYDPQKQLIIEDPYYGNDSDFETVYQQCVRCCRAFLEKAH
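Assay system: LMPTP-A, protein tyrosine phosphatase of low molecular weight / Medium: pH 6.0 Bis-Tris buffer with DTT and Triton X-100 / Schedule: 50 min enzyme reaction at room temperature, protected from light / Measured by: endpoint fluorescence intensity from OMFP dephosphorylation / Read-out basis: % inhibition relative to no-enzyme and uninhibited control wells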
SUMO1 PPI mod: SUMO1-SIM interaction modulation; P63165; SUMO1 binding to a labelled peptide, TR-FRET, 1 h; inhibition, % at 20 µM; 360,000 compounds, 0.33% hits; in the data active = inhibition above about 37%
Target sequence (P63165 whole entry, looked up): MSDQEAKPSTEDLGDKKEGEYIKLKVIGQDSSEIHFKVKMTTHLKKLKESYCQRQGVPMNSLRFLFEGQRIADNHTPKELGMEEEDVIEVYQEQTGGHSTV
Rpn11 inh: Rpn11 (human) deubiquitinase inhibition. human 26S proteasome, Ub4-pepOG fluorescence polarization; 20S core pre-blocked with epoxomicin. calls only at 20 µM. 360,000 compounds, 0.59% hits. AID 588493;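 active = inhibition at 20 µM, scaled to each plate's controls, above about 33%, limit read from the data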
PABP1 MLLE inh: inhibitors of microRNA-mediated deadenylation, human PABP1 MLLE binding; GST-MLLE / FITC-PAM2 fluorescence polarization; 360,000 compounds, 0.36% hits; inhibition, % at 20 µM; P11940; AID 588489; in the data active = inhibition above about 35%, passing the limit was not always enough;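 also: plate controls were DMSO wells with GST-MLLE for no effect and wells lacking GST-MLLE protein for full effect; some results filed as inactive read as strong as hits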
Scp-1 inhibitor: inhibitors of human Scp-1 phosphatase; Recombinant Scp1, phosphopeptide, malachite green phosphate absorbance; inhibition, % at 20 µM; 340,000 compounds, 0.88% hits;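 active = inhibition above about 50% at 20 µM, limit read from the data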;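 also: plate controls were DMSO wells with enzyme for no effect and wells lacking enzyme for full effect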
Target sequence (Q9GZU7 76-261 limits assumed): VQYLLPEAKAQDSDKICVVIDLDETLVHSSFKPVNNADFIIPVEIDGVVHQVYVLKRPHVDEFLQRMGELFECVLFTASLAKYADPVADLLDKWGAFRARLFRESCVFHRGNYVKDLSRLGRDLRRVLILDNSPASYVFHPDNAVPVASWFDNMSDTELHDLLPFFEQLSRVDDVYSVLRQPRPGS
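Incubation: 45 min enzyme reaction at room temperature / System: truncated SCP-1 phosphatase (76-261aa) / Reagent: Phospho 17-mer peptide substrate / Buffer or medium: Acidic Tris acetate buffer with magnesium and detergent / Signal: absorbance at 630 nm / Doses: one concentration, 20 µM, with 1.0% DMSO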
DNMT1 inh: DNMT1 (human) enzyme inhibition. AID 588458. P26358. DNMT1 molecular beacon, Hinp1I cleavage, fluorescence. 360,000 compounds, 0.83% hits. inhibition (reported as % activation of signal), % at 10 µM; in the data active = inhibition above about 50%
NadD block: blocks S. aureus nicotinate mononucleotide adenylyltransferase. inhibition, % at 20 µM. AID 602399. 360,000 compounds, 0.78% hits. purified NadD enzyme, colorimetric absorbance read-out; in the data active = inhibition above about 26%; also: some compounds past the cut are filed as inactive
Tb MetRS inh: blocks T. brucei methionyl-tRNA synthetase activity; 360,000 compounds, 0.4% hits; inhibition, % at 11.9 µM; purified T. brucei MetRS, ATP depletion, Kinase-Glo luminescence;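 active = inhibition above a per-plate cutoff of the control wells' mean inhibition plus 3 SD, cut at about 5.5% in these data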;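 also: 0% = DMSO wells median and 100% = median of wells with control inhibitor compound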
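technique = Kinase-Glo luminescence, ATP depletion format | system = purified MetRS (methionyl-tRNA synthetase) enzyme from Trypanosoma brucei | timing = 15 min preincubation, 2 h reaction, all 25 °C | evaluation = percent inhibition versus plate control medians | dosing = single dose, 11.9 µM final nominal, 0.9% final DMSO | also added = substrates ATP, L-methionine and bulk Escherichia coli tRNA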
CSN deneddyl inh: blocks human CSN-mediated cullin deneddylation. 360,000 compounds, 0.38% hits. Q92905. AID 651999. inhibition, % at 12.5 µM. Purified CSN, SCF-Nedd8-OG deneddylation, fluorescence polarization;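 active = pattern-corrected inhibition above about 35%, with an unprinted fluorescence ratio check between 0.5 and 1.5, limit read from the data, passing the limit was not always enough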;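 also: 0% = enzyme with substrate and 100% = substrate without enzyme; some results filed as inactive read as strong as hits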
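Assay system: purified human Csn5 enzyme expressed in HEK293T cells; measure: % inhibition; also added: SCFSkp2-Nedd8OG substrate at 10 nM final; technique: fluorescence polarization; times: reaction 90 min, room temperature; medium: Tris buffer pH 7.5, NaCl, DTT, Tween-20, trehalose, ovalbumin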
* hit, by the source's call.

Results for COc1ccc(-c2ccc3[nH]c4c(c3c2)CCN2C[C@H]3[C@H](C)ON(C)[C@H]3C[C@@H]42)cc1 ?
STEP block: 5; LMPTP inh: 3.7; SUMO1 PPI mod: -41; Rpn11 inh: inactive; PABP1 MLLE inh: -3; DNMT1 inh: -20; NadD block: -8; Tb MetRS inh: -1.6; CSN deneddyl inh: 12

Results for CC(C)c1nnc(NC(=O)CS(=O)(=O)c2ccccc2)s1 ?
STEP block: -1; LMPTP inh: -1.1; SUMO1 PPI mod: -2; Rpn11 inh: inactive; PABP1 MLLE inh: 13; Scp-1 inhibitor: -1; DNMT1 inh: -1; NadD block: -4; Tb MetRS inh: -0.1; CSN deneddyl inh: -4

How did CC1CCN(C(=O)N2c3ccccc3Sc3ccccc32)CC1 do in these assays?
STEP block: 5; LMPTP inh: 3.7; SUMO1 PPI mod: 3; Rpn11 inh: inactive; PABP1 MLLE inh: 0; Scp-1 inhibitor: -11; DNMT1 inh: 1; NadD block: 0; Tb MetRS inh: -1.2; CSN deneddyl inh: 6

Results for CC(C)C[C@@H](CO)N1CCN(Cc2ccc(Br)cc2)CCC1=O ?
STEP block: -3; LMPTP inh: -1.6; SUMO1 PPI mod: 3; Rpn11 inh: inactive; PABP1 MLLE inh: 2; Scp-1 inhibitor: -6; DNMT1 inh: 2; NadD block: -2; Tb MetRS inh: 1.0; CSN deneddyl inh: -3

How did COc1ccccc1C(=O)NCCC(=O)Nc1ccc(S(=O)(=O)N2CCCC(C)C2)cc1 (centres undefined) do in these assays?
STEP block: -1; LMPTP inh: 1.4; SUMO1 PPI mod: 2; Rpn11 inh: inactive; PABP1 MLLE inh: -6; Scp-1 inhibitor: -7; DNMT1 inh: -7; NadD block: -8; Tb MetRS inh: 0.2; CSN deneddyl inh: 0

How did O=S(=O)(Nc1cccc2ccccc12)c1ccccc1F do in these assays?
STEP block: 0; LMPTP inh: 0.9; SUMO1 PPI mod: -2; Rpn11 inh: inactive; PABP1 MLLE inh: -2; Scp-1 inhibitor: 1; DNMT1 inh: -2; NadD block: -5; Tb MetRS inh: 0.2; CSN deneddyl inh: -3

Results for Cc1ccc2[nH]c3c(=O)n(N)c(C)nc3c2c1 ?
STEP block: 1; LMPTP inh: 6.1; SUMO1 PPI mod: 3; Rpn11 inh: inactive; PABP1 MLLE inh: -3; Scp-1 inhibitor: -1; DNMT1 inh: 9; NadD block: 0; Tb MetRS inh: -1.7; CSN deneddyl inh: -4

What do the screens show for `COC(=O)C1CCN(C2CN(Cc3ccc(C)cc3)S(=O)(=O)C2)CC1` (centres undefined)?
STEP block: 1; LMPTP inh: -0.6; SUMO1 PPI mod: 5; Rpn11 inh: inactive; PABP1 MLLE inh: 4; DNMT1 inh: -1; NadD block: -7; Tb MetRS inh: -0.6; CSN deneddyl inh: 1

What do the screens show for `CC(NC(=O)C(C)N1C(=O)C2C3CC(C(Br)C3Br)C2C1=O)c1ccccc1` (centres undefined)?
STEP block: -1; LMPTP inh: -1.7; SUMO1 PPI mod: 11; Rpn11 inh: inactive; PABP1 MLLE inh: 9; Scp-1 inhibitor: 1; DNMT1 inh: -3; NadD block: -8; Tb MetRS inh: -0.6; CSN deneddyl inh: 2

What do the screens show for `COc1ccc(N(CC(=O)NC2CC3CCC2C3)S(=O)(=O)c2ccc(C)cc2)cc1OC` (centres undefined)?
STEP block: 0; LMPTP inh: -0.8; SUMO1 PPI mod: -2; Rpn11 inh: inactive; PABP1 MLLE inh: -2; Scp-1 inhibitor: -4; DNMT1 inh: 0; NadD block: 2; Tb MetRS inh: 0.3; CSN deneddyl inh: -2

How did Cc1ccc(CCC(=O)Nc2ccc(C#N)cc2)o1 do in these assays?
STEP block: -1; LMPTP inh: -1.0; SUMO1 PPI mod: -4; Rpn11 inh: inactive; PABP1 MLLE inh: -17; Scp-1 inhibitor: 0; DNMT1 inh: 4; NadD block: 1; Tb MetRS inh: -1.0; CSN deneddyl inh: 2

What do the screens show for `COc1ccc(C2=Nc3ccccc3N(C(=O)c3ccc4ncccc4c3)C2C(=O)NC2CCCC2)cc1` (centres undefined)?
LMPTP inh: 0.9; SUMO1 PPI mod: -15; Tb MetRS inh: -0.9; CSN deneddyl inh: -7

How did Cc1cccc(NC(=O)[C@H](Cc2ccccc2)NC(=O)[C@@H]2Cc3ccccc3CN2)c1 do in these assays?
STEP block: -1; LMPTP inh: -1.2; SUMO1 PPI mod: 4; Rpn11 inh: inactive; PABP1 MLLE inh: 4; Scp-1 inhibitor: -5; DNMT1 inh: -2; NadD block: -5; Tb MetRS inh: -0.3; CSN deneddyl inh: 1

What do the screens show for `N#CCn1nnc(-c2ccc3c(c2)OCO3)n1`?
STEP block: -1; LMPTP inh: 0.1; SUMO1 PPI mod: 6; Rpn11 inh: inactive; PABP1 MLLE inh: -5; Scp-1 inhibitor: -7; DNMT1 inh: -4; NadD block: 1; Tb MetRS inh: -0.6; CSN deneddyl inh: 1

Results for CCN(C[C@H]1N[C@@](Cc2ccccc2)(C(=O)OC)[C@H]2C(=O)N(C)C(=O)[C@@H]12)C(=O)c1ccc(C)cc1 ?
STEP block: -1; LMPTP inh: -0.8; SUMO1 PPI mod: 0; Rpn11 inh: inactive; PABP1 MLLE inh: 14; Scp-1 inhibitor: -4; DNMT1 inh: 4; NadD block: 6; Tb MetRS inh: 0.7; CSN deneddyl inh: -2

The closing 2 records of the section above open the next one.
What do the screens show for `N#CCn1nnc(-c2ccc3c(c2)OCO3)n1`?
STEP block: -1; LMPTP inh: 0.1; SUMO1 PPI mod: 6; Rpn11 inh: inactive; PABP1 MLLE inh: -5; Scp-1 inhibitor: -7; DNMT1 inh: -4; NadD block: 1; Tb MetRS inh: -0.6; CSN deneddyl inh: 1

Results for CCN(C[C@H]1N[C@@](Cc2ccccc2)(C(=O)OC)[C@H]2C(=O)N(C)C(=O)[C@@H]12)C(=O)c1ccc(C)cc1 ?
STEP block: -1; LMPTP inh: -0.8; SUMO1 PPI mod: 0; Rpn11 inh: inactive; PABP1 MLLE inh: 14; Scp-1 inhibitor: -4; DNMT1 inh: 4; NadD block: 6; Tb MetRS inh: 0.7; CSN deneddyl inh: -2

What do the screens show for `CCOCC(=O)Nc1ccccc1C(=O)OCC`?
STEP block: -3; LMPTP inh: -0.4; SUMO1 PPI mod: -1; Rpn11 inh: inactive; PABP1 MLLE inh: -1; Scp-1 inhibitor: 5; DNMT1 inh: -2; NadD block: 3; Tb MetRS inh: 1.2; CSN deneddyl inh: -4

How did Clc1cc2c(nn1)Nc1ccccc1S2 do in these assays?
STEP block: -2; LMPTP inh: 3.0; SUMO1 PPI mod: -18; Rpn11 inh: inactive; PABP1 MLLE inh: 5; Scp-1 inhibitor: -7; DNMT1 inh: 2; NadD block: 2; Tb MetRS inh: 2.5; CSN deneddyl inh: -1

How did COC(=O)C1=C(C)Nc2nnnn2C1c1ccco1 (centres undefined) do in these assays?
STEP block: 2; LMPTP inh: -1.5; SUMO1 PPI mod: 3; Rpn11 inh: inactive; PABP1 MLLE inh: -3; Scp-1 inhibitor: -4; DNMT1 inh: -7; NadD block: 6; Tb MetRS inh: 0.1; CSN deneddyl inh: 2

What do the screens show for `CCc1noc(C)c1C(=O)OCC(=O)Nc1c(F)cccc1F`?
STEP block: 2; LMPTP inh: -0.5; SUMO1 PPI mod: 6; Rpn11 inh: inactive; PABP1 MLLE inh: 6; Scp-1 inhibitor: -7; DNMT1 inh: 1; NadD block: -2; Tb MetRS inh: -0.2; CSN deneddyl inh: 4

What do the screens show for `COc1ccc(C(=O)NC(=O)CSc2nnc(-c3ccco3)n2-c2ccccc2)cc1`?
STEP block: -3; LMPTP inh: 1.2; SUMO1 PPI mod: 6; Rpn11 inh: inactive; PABP1 MLLE inh: -1; Scp-1 inhibitor: 6; DNMT1 inh: 3; NadD block: -2; Tb MetRS inh: 0.4; CSN deneddyl inh: 0

How did COc1cc2nc(-c3ccccc3C)oc(=O)c2cc1OC do in these assays?
STEP block: -1; LMPTP inh: 0.5; SUMO1 PPI mod: -5; Rpn11 inh: inactive; PABP1 MLLE inh: -12; Scp-1 inhibitor: 0; DNMT1 inh: -2; NadD block: -1; Tb MetRS inh: 0.4; CSN deneddyl inh: 1

How did O=C(Cc1ccc(F)cc1)Nc1nc(-c2ccc(F)cc2)cs1 do in these assays?
STEP block: 0; LMPTP inh: 1.9; SUMO1 PPI mod: 2; Rpn11 inh: inactive; PABP1 MLLE inh: -6; Scp-1 inhibitor: -11; DNMT1 inh: 4; NadD block: -5; Tb MetRS inh: -0.1; CSN deneddyl inh: 4

Results for Cc1cccc(NC(=O)CN2CCN(C(=O)c3cnn(Cc4ccccc4)c3)CC2)c1C ?
STEP block: -1; LMPTP inh: -0.7; SUMO1 PPI mod: 1; Rpn11 inh: inactive; PABP1 MLLE inh: 1; Scp-1 inhibitor: 0; DNMT1 inh: -1; NadD block: -4; Tb MetRS inh: -0.4; CSN deneddyl inh: -4

What do the screens show for `Cc1ccc(NC(=O)CCC(=O)c2ccccc2)cc1`?
STEP block: 0; LMPTP inh: 0.1; SUMO1 PPI mod: -1; Rpn11 inh: inactive; PABP1 MLLE inh: 3; Scp-1 inhibitor: 3; DNMT1 inh: -2; NadD block: -7; Tb MetRS inh: -0.4; CSN deneddyl inh: -2

Results for C#CCOCCOCCOCCNc1nc(N2CCN(C(=O)Cn3cc(CCCN=C(N)N)nn3)CC2)nc(N2CCN(C(=O)[C@H](CCCCN)n3cc(CC(C)O)nn3)CC2)n1 (some centres undefined) ?
STEP block: 1; LMPTP inh: -2.0; SUMO1 PPI mod: -10; Rpn11 inh: inactive; PABP1 MLLE inh: 8; Scp-1 inhibitor: -3; DNMT1 inh: 6; NadD block: -5; Tb MetRS inh: -0.3; CSN deneddyl inh: 6
